# ROC1-CUL1 inh: blocks human RBX1-Cullin-1 di-ubiquitin formation | in vitro K48 di-Ub FRET, acceptor:donor ratio, 45 min | inhibition, % at 10 µM | actives 0.6% (n = 140,000); in the data active = inhibition above about 25%
# Target sequence (P62877 whole entry, looked up): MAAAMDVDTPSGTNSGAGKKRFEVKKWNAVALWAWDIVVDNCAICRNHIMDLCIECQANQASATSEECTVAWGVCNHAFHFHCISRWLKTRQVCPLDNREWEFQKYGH
# Target sequence (Q13616 whole entry, looked up): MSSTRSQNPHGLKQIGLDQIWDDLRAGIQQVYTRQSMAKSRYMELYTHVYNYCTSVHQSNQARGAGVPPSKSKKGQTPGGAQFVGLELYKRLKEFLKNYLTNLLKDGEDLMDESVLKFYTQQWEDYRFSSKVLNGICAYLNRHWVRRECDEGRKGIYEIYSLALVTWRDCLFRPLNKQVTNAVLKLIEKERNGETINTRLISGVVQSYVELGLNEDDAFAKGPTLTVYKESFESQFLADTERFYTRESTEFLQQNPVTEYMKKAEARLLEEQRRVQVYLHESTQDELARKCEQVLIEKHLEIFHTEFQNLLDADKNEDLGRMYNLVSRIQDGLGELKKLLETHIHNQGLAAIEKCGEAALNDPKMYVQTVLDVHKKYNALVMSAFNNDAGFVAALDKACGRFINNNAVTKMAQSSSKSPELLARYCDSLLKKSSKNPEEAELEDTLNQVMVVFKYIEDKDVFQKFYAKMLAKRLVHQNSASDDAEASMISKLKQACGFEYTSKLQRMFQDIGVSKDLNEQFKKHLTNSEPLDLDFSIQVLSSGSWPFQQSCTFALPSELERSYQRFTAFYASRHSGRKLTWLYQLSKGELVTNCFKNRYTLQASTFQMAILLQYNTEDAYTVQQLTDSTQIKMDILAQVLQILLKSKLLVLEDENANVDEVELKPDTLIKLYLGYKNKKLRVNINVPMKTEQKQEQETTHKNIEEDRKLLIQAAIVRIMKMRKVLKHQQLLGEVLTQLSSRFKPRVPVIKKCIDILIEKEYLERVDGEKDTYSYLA
# The depositor's hits bear a star.
SMILES,ROC1-CUL1 inh
O=C(NCCN1CCOCC1)c1ccc(N2CCC(NCc3ccc4ncccc4c3)CC2)cc1,10
CN1CCN(CCNC(=O)c2cnn(-c3ccc(Cl)cc3)c2C2CCN(C(=O)OC(C)(C)C)CC2)CC1,1
OC(Cc1ccccc1)c1ccc2c(c1)CN(Cc1ccoc1)CCO2 (stereo unspecified),3
Cc1cc2[nH]c(=O)c(=O)[nH]c2cc1S(=O)(=O)Nc1cccc(C(F)(F)F)c1,-4
C=CCNC(=O)CSCc1ccc(Br)cc1,-3
NS(=O)(=O)c1ccc(NC(=S)N2CCN(CCO)CC2)cc1,4
CCOCCCNC(=O)c1ccc(-c2nc(CS(=O)(=O)c3ccccc3)c(C)o2)cc1,-9
C=CCNS(=O)(=O)c1c(C)cc(Cl)nc1Cl,0
O=S(=O)(c1ccccc1)c1nc(-c2ccc(F)cc2)oc1N1CCOCC1,2
CCOc1ccc(NC(=O)Nc2cccc(C)n2)cc1,-7
Cc1cc(C)c(OCC(=O)N(Cc2cccc(F)c2)Cc2ccco2)c(C)c1,-4
C=CCC(=O)N1CCCC(Nc2ccc(F)c(F)c2)C1 (stereo unspecified),-4
Cc1ccc(NC(=O)c2cc3ccccc3o2)cc1Cl,-2
CN1CCC(c2cc(=O)[nH]c(C34CC5CC(CC(C5)C3)C4)n2)CC1,7
COc1ccc(NC(=O)Cn2c(=O)nc(-c3ccccc3)c3ccccc32)cc1OC,-1
N=c1c(C(=O)NCCc2ccccc2)cc2c(=O)n3ccccc3nc2n1Cc1ccco1,0
CCOC(=O)c1nn(-c2ccc(Cl)cc2)c2nnc(Cc3ccccc3)c(=O)n12,-5
Cc1ccc(C)c(C(=O)N2CCC(C3(Cc4cccc(F)c4)NC(=O)N(CCN(C)C)C3=O)CC2)c1 (stereo unspecified),-6
Cc1ccc(Cl)cc1N1CCN(C(=O)CN2C(=O)COc3ccc(S(=O)(=O)N4CCCCCC4)cc32)CC1,7
Cc1ccc(OC(=O)c2cccc(C)c2)nc1,-5
Cc1cc(C)c(NC(=O)c2ccc(C(C)(C)C)c(Br)c2)c(C)c1,-5
COc1cc(OC)c(NC(=O)COc2ccccc2-c2nnc(-c3ccccc3)o2)cc1Cl,12
CCCN1C(=O)C2(OCCCO2)c2cc(C)ccc21,13
CCCCCCCNC1CC(=O)N(c2ccc(C(=O)OC)cc2)C1=O (stereo unspecified),-1
CCOC(=O)c1ccc(N=C2CC(c3ccc(O)c(OCC)c3)N(c3ccc(C(=O)OCC)cc3)C2=O)cc1 (stereo unspecified),-3
Cc1ccc(NC(=O)/C(C#N)=C\c2ccc(Cl)cc2Cl)cc1C,-12
Cc1ccc(NC(=O)CCS(=O)(=O)c2cc3c4c(c2)CCN4C(=O)CC3)c(C)c1,-4
CC(C)S(=O)(=O)N1C[C@H]2OC(=O)N(CCc3cccc(Cl)c3)[C@H]2C1,11
Nc1nc(CSc2nnc(-c3cccc(F)c3)n2-c2ccccc2)nc(N2CCOCC2)n1,-4
Cc1cnc(CN(C)C(=O)c2ccccc2OC2CCN(Cc3ccccn3)CC2)[nH]1,-2
NNC(=O)C(Cc1ccc(F)cc1)=NC(=O)c1ccccc1,1
COc1cccc2c1Oc1ncccc1N(c1ccc(C(=O)NCc3cccc(C)c3)s1)C2,8
Cn1cc(C(=O)NCCc2ccc(Cl)cc2)c(=O)c2cc(S(=O)(=O)N3CCOCC3)ccc21,4
Cc1ncc2c(c1-c1noc(-c3ccccc3-c3ccccc3F)n1)CCNC2,-7
O=[N+]([O-])C1=NCN=CN(c2ccccn2)C1,2
O=C(CSC1=Nc2ccccc2C2=NC(CCC(=O)NC3CCCCC3)C(=O)N12)Nc1cccc(C(F)(F)F)c1 (stereo unspecified),1
Cc1ccsc1/C=N\NC(=O)CN1CCN(Cc2ccccc2)CC1,15
O=C1CN([C@@H]2c3ccccc3C3(CCN(c4cnccn4)CC3)[C@H]2O)CCCN1,6
Cc1ccc(OC(C)C(=O)N2CCN(c3ccccc3)CC2)c(C)c1 (stereo unspecified),1
COc1ccc2cc3cc(C(=O)N4CCN(c5ccccc5F)CC4)oc3nc2c1,-5
Cc1ccc(NC(=O)CCN2C(=O)c3ccccc3C2=O)c(C)c1,-1
Cc1ccc(Nc2c(-c3cccs3)nc3nc(C)cc(C)n23)cc1,1
Cc1cc(C)cc(NC(=O)C2CCN(c3nnc(-n4c(C)ccc4C)s3)CC2)c1,-4
CN(C)CCN(Cc1ccccc1)S(=O)(=O)c1ccc(-c2cc(C(F)(F)F)on2)s1,1
COC(=O)CCCC(=O)N1CCCC(CCc2ccc(F)cc2F)C1 (stereo unspecified),-17
COc1cccc(C(=O)N2CCC(C(Cc3ccccc3)N(C)C(=O)c3cccs3)CC2)c1OC (stereo unspecified),4
CCCC#Cc1ccc(C#Cc2ccc(SCCCC)s2)cc1,5
COc1cccc(CNC(=O)C(=O)NCC(c2cccs2)S(=O)(=O)c2cccs2)c1 (stereo unspecified),10
COc1ccc(CNC(=O)CCC2CCCN(C(=O)Cc3cccs3)C2)c(OC)c1 (stereo unspecified),5
COc1ccc(-c2cn3c(n2)sc2cc(C(=O)Nc4ccccc4F)ccc23)cc1,7
COCCn1cnc2cc(C(=O)N(C)CCC3CCCCO3)cc(NC(=O)c3cccnc3)c21 (stereo unspecified),10
CCSc1ccc(C(=O)Nc2ccc(-c3nc4ccc(C)cc4s3)cc2)cc1,-4
COCc1cc(CN2CCOC(Cc3ccc(F)cc3)C2)ccc1OC (stereo unspecified),6
Cc1cc(N)ncc1Br,6
Cc1ccccc1C(=O)Nc1cccc(OCc2cc(=O)n3c(C)csc3n2)c1,-7
COc1ccc2oc(=O)c(C(=O)NCCc3c(C)[nH]c4ccc(Br)cc34)cc2c1,5
COc1ccc(Cl)cc1NC(=O)C(C)n1nnc2sc3c(c2c1=O)CCCC3 (stereo unspecified),-3
c1ccc(-n2ncc3c2CCCC3NCc2cccnc2)nc1 (stereo unspecified),-4
CCn1c(COc2ccc(OC)cc2)nnc1SCC(=O)Nc1c(C)cc(C)cc1C,-2
COc1ccccc1CCNC(=O)Cc1ccc(N2CCC(NCCc3ccco3)CC2)cc1,-5

# (list continues)
SMILES,ROC1-CUL1 inh
CC(=O)c1ccc(NC(=O)c2ccc3c(c2)N(Cc2cccc(Cl)c2)C(=O)c2ccccc2S3=O)cc1 (stereo unspecified),-13
c1cncc(-n2cccc2CN2CCC3(CCCN(CC4CC4)C3)C2)c1 (stereo unspecified),10
CCOc1cccc2c1N(C(C)=O)C(C)(C)C1=C2C2(SC(C(=O)OC)=C(C(=O)OC)S2)C(C(=O)OC)=C(C(=O)OC)S1,-5
Cc1cccc(C(C)C)c1NC(=O)c1ccc(C2SCC(=O)N2Cc2ccco2)cc1 (stereo unspecified),0
O=C(CCC(=O)OCC(=O)c1ccc(Cl)cc1)Nc1ccc(Oc2ccccc2)cc1,3
Cc1[nH]cnc1CSCCCCCc1ccccc1,8
Cc1ccc(S(=O)(=O)NC(=O)COc2cccc(C(=O)Nc3ccccc3)c2)cc1,-4
CC(C)CCNC(=O)Nc1cc(C(=O)NCc2cccc(F)c2)ccc1N1CCCC1,-10
CCOc1ccc(NC(=O)c2oc3ccccc3c2NC(=O)c2ccc(OC)cc2OC)cc1,6
O=C(N/N=C/C=C/c1ccco1)c1cc(-c2ccccc2)n[nH]1,-12
O=C(COc1ccc([N+](=O)[O-])cc1)NCC1(N2CCOCC2)CCCCC1,-10
COc1ccc(N2C(=O)/C(=C\c3ccc(OC(=O)c4cccs4)c(OC)c3)SC2=S)cc1,-9
O=C(CCn1c(=O)c2sccc2n(CC(=O)Nc2ccccc2)c1=O)NCc1ccccc1Cl,3
COc1nc(NCc2cccnc2)nc(NC2CCCCC2)n1,0
CN(C(=O)c1ccn(C)n1)C(Cc1ccccc1)C1CCN(C(=O)c2cc3ccccc3oc2=O)CC1 (stereo unspecified),7
O=C(C(c1ccccc1)c1ccccc1)N1CCN(c2cccc(Cl)c2)CC1,5
Cc1ccccc1OCC(=O)Nc1ccc(-c2nc3cc4ccccc4cc3[nH]2)cc1,-11
CC(C)CN1CCC(C2CCN(C(=O)CCC3=NNC(=O)CC3)C2)CC1 (stereo unspecified),4
C=CCSc1nnc2c(n1)OC(c1ccc(OCC)c(C)c1)N(C(C)=O)c1ccccc1-2 (stereo unspecified),-6
Cc1ccc(-c2csc(NC(=O)CSc3nnc(-c4ccc(Cl)cc4)n3N)n2)cc1,-6
COc1ccc(CCN2C(=O)NC(NS(=O)(=O)c3ccc(NC(C)=O)cc3)(C(F)(F)F)C2=O)cc1OC (stereo unspecified),2
CCC(C)(C)C1CCc2nc3sc(C#N)c(N)c3cc2C1 (stereo unspecified),5
O=S(=O)(Nc1cccc(-c2cn3ccsc3n2)c1)c1ccc2c3c(cccc13)CC2,-1
CC(C)(C)N1C(=O)c2ccc(C(=O)Nc3cccnc3)cc2C1=O,7
O=C(Cn1nnnc1CN1CCc2ccccc2C1)N1CCCC1,0
O=S(=O)(c1ccc(Br)cc1)n1cccn1,-4
Cc1ccc(OCCSc2nc(-c3ccccc3C)nc3cc(=O)[nH]n23)cc1Cl,-7
O=C(c1ccccc1Cl)N1CCCC(c2nc3c(nnn3Cc3ccc(F)cc3F)c(=O)[nH]2)C1 (stereo unspecified),-2
CC(C1CCN(C(=O)c2cc(COc3ccccc3)[nH]n2)CC1)N1CCOCC1 (stereo unspecified),-5
COc1ccccc1CNC(=O)c1ccc(-c2nc(CN3CCc4ccccc43)c(C)o2)cc1,-3
CCOc1ccc(NC(=O)c2noc3c2CSc2ccccc2-3)cc1,1
O=C(c1ccccc1)C(C1=NCCN1)n1cncn1 (stereo unspecified),5
O=C1c2oc3ccccc3c(=O)c2C(c2cccc(Br)c2)N1c1ccccn1 (stereo unspecified),-1
c1ccc(CNc2ncnc3scc(-c4ccccc4)c23)cc1,-3
COc1ccc(-c2ccc3c(N)c(C(=O)Nc4ccc(C)cc4Br)sc3n2)cc1,-2
Cc1ccc(-c2nnc(Nc3ccc(OC(F)(F)Cl)cc3)c3ccccc23)cc1S(=O)(=O)NC(C)(C)C,7
CCCCC(=O)Nc1scc(-c2ccc(Cl)cc2)c1C(=O)OCC,0
CC1=NN(C(=O)c2ccc(COc3ccc4ccccc4c3)o2)C(O)(C(F)(F)F)C1 (stereo unspecified),-2
Cc1cc(C)cc(NC(=O)c2ccc(Cl)c(NS(C)(=O)=O)c2)c1,2
COc1ccc(N2C(=O)N(c3ccccc3)C(=N)C2=S)cc1,-10
Cc1cccc(-n2c3nc(=O)[nH]c(=O)c-3cc3ccc(Cl)cc32)c1C,2
Cc1ccccc1NC(=O)C1CCN(S(=O)(=O)c2cccc3nonc23)CC1,3
Cc1oc2cc3oc(=O)c(CC(=O)N4CCCCC4)c(C)c3cc2c1C,4
CCOc1ccccc1-n1nnc(C(=O)N(C)C2CCS(=O)(=O)C2)c1C (stereo unspecified),-5
Cc1ccccc1C1(c2ccccc2C)SC2(SC(C(=O)c3ccccc3)=NN2c2ccccc2)c2ccccc21 (stereo unspecified),8
CCOc1cc([C@@H]2Nc3c(ccc4ccccc34)[C@@H]3C=CC[C@@H]32)ccc1OCc1ccc(Cl)cc1,-18
C=CCn1c(SCC(=O)NC23CC4CC(CC(C4)C2)C3)nc2scc(-c3ccc(C)cc3)c2c1=O,5
N#CC1C(=N)OC2=C(C(=O)CC(c3ccccc3)C2)C1c1ccc(F)c(F)c1 (stereo unspecified),3
O=C(Oc1ccc(Oc2ncc(Cl)cc2Cl)cc1)c1ccco1,9
CCC1CN(C(=O)N2CCC(C(=O)NCc3cccc(OC)c3OC)CC2)c2cc(C)ccc2O1 (stereo unspecified),-2
NC(=O)c1ccccc1NC(=S)NC(=O)c1ccccc1,-3
O=C([C@@H]1C[C@H]1c1ccccc1)N1CCc2onc(-c3ccc(Cl)cc3)c2C1,6
CCC(CC)C(=O)N1CCc2c(sc(S(=O)(=O)Nc3ccc4c(c3)CCC4)c2C(=O)OC)C1,-8
O=C(NCc1cccnc1)c1ccc(N2CCC(NCC(c3ccccc3)c3ccccc3)CC2)cc1,-3
COc1ccccc1C(=O)Nc1ccc(-c2nc3cc(C)cc(C)c3o2)cc1,4
Cc1ccc(S(=O)(=O)CC(=O)Nc2nncs2)cc1,9

# Sorted by length of the SMILES (descending): 21 of the compounds above.
SMILES,ROC1-CUL1 inh
COc1ccc(CCN2C(=O)NC(NS(=O)(=O)c3ccc(NC(C)=O)cc3)(C(F)(F)F)C2=O)cc1OC (stereo unspecified),2
CN1CCN(CCNC(=O)c2cnn(-c3ccc(Cl)cc3)c2C2CCN(C(=O)OC(C)(C)C)CC2)CC1,1
C=CCn1c(SCC(=O)NC23CC4CC(CC(C4)C2)C3)nc2scc(-c3ccc(C)cc3)c2c1=O,5
COc1ccc(N2C(=O)/C(=C\c3ccc(OC(=O)c4cccs4)c(OC)c3)SC2=S)cc1,-9
COc1cccc(C(=O)N2CCC(C(Cc3ccccc3)N(C)C(=O)c3cccs3)CC2)c1OC (stereo unspecified),4
CN(C)CCN(Cc1ccccc1)S(=O)(=O)c1ccc(-c2cc(C(F)(F)F)on2)s1,1
O=C(NCCN1CCOCC1)c1ccc(N2CCC(NCc3ccc4ncccc4c3)CC2)cc1,10
Cc1cnc(CN(C)C(=O)c2ccccc2OC2CCN(Cc3ccccn3)CC2)[nH]1,-2
CC(C1CCN(C(=O)c2cc(COc3ccccc3)[nH]n2)CC1)N1CCOCC1 (stereo unspecified),-5
CN1CCC(c2cc(=O)[nH]c(C34CC5CC(CC(C5)C3)C4)n2)CC1,7
COc1ccc(Cl)cc1NC(=O)C(C)n1nnc2sc3c(c2c1=O)CCCC3 (stereo unspecified),-3
COc1ccccc1C(=O)Nc1ccc(-c2nc3cc(C)cc(C)c3o2)cc1,4
O=C(N/N=C/C=C/c1ccco1)c1cc(-c2ccccc2)n[nH]1,-12
NS(=O)(=O)c1ccc(NC(=S)N2CCN(CCO)CC2)cc1,4
NNC(=O)C(Cc1ccc(F)cc1)=NC(=O)c1ccccc1,1
CCC(C)(C)C1CCc2nc3sc(C#N)c(N)c3cc2C1 (stereo unspecified),5
C=CCC(=O)N1CCCC(Nc2ccc(F)c(F)c2)C1 (stereo unspecified),-4
COc1nc(NCc2cccnc2)nc(NC2CCCCC2)n1,0
Cc1ccc(NC(=O)c2cc3ccccc3o2)cc1Cl,-2
C=CCNS(=O)(=O)c1c(C)cc(Cl)nc1Cl,0
C=CCNC(=O)CSCc1ccc(Br)cc1,-3

# Screening results from PubChem BioAssay.

# These rows are one share of the data. The share of hits here may be higher or lower than overall.
